Screening data deposited in PubChem by National Center for Advancing Translational Sciences (NCATS).
HTT aggregate = inhibitors of mutant huntingtin aggregate formation in PC12 cells; PC12 HttQ103-GFP aggregates, Acumen cytometry, 40 h; Potency, µM (titrated, usually from 46.1 µM), for inactives: at the top dose activity change, negative = inhibition, hits mostly inhibitors; 220,000 compounds, 1.1% hits; AID 1688; further: potency means the concentration at half of the fitted maximal effect; on the % scale 0 is the no-effect control and ±100 the full control effect; nearly all actives have a fitted effect of over 60% in size
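Aggregate formation scored by laser-scanning cytometer (488 excitation, 500–530 emission) in lysed PC12 cells expressing Q103-GFP after 100 nM tebufenozide induction; library tested in dose series, with ATPLite reagent added in the multiplex.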
Lamin A splicing = changes lamin A minigene splicing in HeLa cells. HeLa LMNA splicing GFP/RFP minigene ratio, 48 h. Potency, µM (highest dose often 46.1 µM), for inactives: top-dose ratio change, negative = inhibition, hits mostly inhibitors. 200,000 compounds, 0.01% hits. AID 1487; active means well fitted inhibition curve with a large enough effect in the signal ratio, with a control signal flat, not every such curve was filed as active; inconclusive means small, poorly fitted or top-dose-only effect, or effect the other way, or a change in a side signal; the % refers to the signal ratio; further: potency means the concentration at half of the fitted maximal effect; on the % scale 0 is the no-effect control and ±100 the full control effect
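S3 HeLa cells stably expressing lamin A-EGFP splicing minigene plus DsRed2, 600 cells/well, 48 h compound exposure at 37C. Laser-scanning cytometry; analysed as GFP (500-530 nm)/RFP (575-640 nm) total intensity ratio; 0.5% DMSO vehicle.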
CBFb-RUNX1 inh = inhibitors of human CBF-beta and RUNX1 interaction; 230,000 tested, under 10 active; AlphaScreen CBFb-His/RUNX1-biotin binding, biochemical; Potency, µM (titrated, usually from 59.8 µM), for inactives: top-dose activity, negative = inhibition, actives largely listed as inhibitors; Q01196+Q13951; further: % of control where 0% means no effect
Target sequence (Q01196 whole entry, looked up): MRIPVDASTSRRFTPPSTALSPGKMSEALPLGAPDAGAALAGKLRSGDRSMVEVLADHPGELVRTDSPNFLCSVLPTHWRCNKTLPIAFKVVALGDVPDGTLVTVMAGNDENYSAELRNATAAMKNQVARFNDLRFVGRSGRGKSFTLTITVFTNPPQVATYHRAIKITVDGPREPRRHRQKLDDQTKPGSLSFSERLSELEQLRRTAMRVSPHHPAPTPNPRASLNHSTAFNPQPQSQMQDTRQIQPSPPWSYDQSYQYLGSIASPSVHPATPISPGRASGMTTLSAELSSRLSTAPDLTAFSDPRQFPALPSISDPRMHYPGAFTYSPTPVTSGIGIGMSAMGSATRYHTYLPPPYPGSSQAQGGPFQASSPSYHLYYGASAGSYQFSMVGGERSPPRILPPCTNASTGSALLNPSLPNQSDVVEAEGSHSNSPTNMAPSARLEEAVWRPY
Target sequence (Q13951 whole entry, looked up): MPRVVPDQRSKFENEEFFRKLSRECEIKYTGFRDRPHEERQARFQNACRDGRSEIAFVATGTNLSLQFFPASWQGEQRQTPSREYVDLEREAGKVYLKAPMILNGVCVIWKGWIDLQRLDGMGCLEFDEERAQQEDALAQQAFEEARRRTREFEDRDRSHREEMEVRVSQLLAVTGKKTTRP
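CBFb-His/RUNX1-biotin, 30 nM each, preincubated 20 min RT; compound 15 min RT; Ni + streptavidin beads 50 ng each, 90 min RT; AlphaScreen read.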
IMPase Li cell = membrane-permeable IMPase blocker, potentiated with lithium | Potency, µM (doses to about 59.4 µM), for inactives: top-dose activity, negative = IMPase inhibition, hits mostly inhibitors | 210,000 compounds, 0.35% hits | CHO-M1 cells, IP1 TR-FRET (IP-One), carbachol + lithium;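 further: IP1 builds up when IMPase is blocked and the TR-FRET signal falls; potency means the concentration at half of the fitted maximal effect; plate controls were basal vehicle for no effect and high inhibitor control for full effect; nearly all actives have a fitted effect of over 50% in size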
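IP1 accumulation measured by competitive TR-FRET in lysed CHO-M1 cells after 30 min compound exposure at 37C, with a small lithium addition to potentiate weak responses. Hill-equation AC50 from ratio and donor-channel data.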
SMN2 splice up = increases expression of the SMN2 splice variant. HEK293 SMN2-luciferase splicing reporter, luminescence, 30-36 h. Potency, µM (titrated, usually from 46.1 µM), for inactives: at the top dose activity change, positive = activation, hits mostly activators. 210,000 compounds, 2.8% hits; further: potency means the concentration at half of the fitted maximal effect; % of control where 0% means no effect; nearly all actives have a fitted effect of over 55% in size
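HEK293 cells carry an SMN2 minigene-luciferase reporter in which exon 7 inclusion puts luciferase in frame. Cells were seeded at 2000 cells/well, attached for 10-12 hours, then exposed to compounds for 30-36 hours at 37C before ONE-Glo luminescence.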
HTT cytoprotect = Huntington cell model cytoprotection by ATP luminescence; Potency, µM (titrated, usually from 56.4 µM), for the others: cytoprotection (ATP increase), hits mostly activators; 230,000 compounds, 0.14% hits; PC12 HTT-Q103 induced, cytoprotection, ATP luminescence, 40 h;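 further: potency means the concentration at half of the fitted maximal effect; % of control where 0% means no effect; nearly all actives have a fitted effect of over 45% in size; toxic huntingtin expression switched on by the ecdysone agonist tebufenozide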
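ATP quantification (ATPlite) reports survival of PC12 cells in which tebufenozide, 100 nM final, switches on Htt exon 1 with 103 glutamines linked to GFP; compounds are titrated.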
Luc counter = counter-screen: inhibitors of Kinase-Glo firefly luciferase | Q27757 | 200,000 compounds, 0.28% hits | Potency, µM (highest dose often 38.3 µM), for inactives: at the highest dose activity change, negative = inhibition, most hits filed as inhibitors | Kinase-Glo luciferase, ATP luminescence, 8 min; further: potency means the concentration at half of the fitted maximal effect; on the % scale 0 is the no-effect control and ±100 the full control effect; nearly all actives have a fitted effect of over 60% in size
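Compound is pinned into ATP-containing buffer (10 uM ATP, imidazole pH 7.2, 7 mM MgCl2). Kinase-Glo luciferase reagent is then added. Light output is recorded following an 8-min room-temperature incubation.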
* = called active by the depositor; [ ] = dose if it differs, or a comment. Unless noted, the call rests on the fitted dose curve; in most records, active means well fitted curve in the direction sought with a large enough effect; inconclusive means small, poorly fitted or top-dose-only effect, or another doubt; inactive means no such curve, though single readings can be large; an effect the other way counts as inactive or inconclusive.

For CCC(C)(C)c1ccc(OCCCC[n+]2cccc(C)c2)c(C(C)(C)CC)c1 the results were HTT aggregate inconclusive, CBFb-RUNX1 inh 6%, IMPase Li cell 18%, SMN2 splice up -82%[inhibitor], HTT cytoprotect -114%[inhibitor] and Luc counter 3%.
O=S(=O)(c1ccccc1)N1CCC2(CCN(c3cccc(-c4ccccc4)c3)CC2)CC1 was read as IMPase Li cell 1%, SMN2 splice up -36%[inhibitor], HTT cytoprotect -8% and Luc counter -5%.
O=C(c1cc(F)ccc1F)C1CCCN(C(=O)c2ccco2)C1 (stereo not given) was read as HTT aggregate -10%[9.22 µM], CBFb-RUNX1 inh 8%, IMPase Li cell -1% and HTT cytoprotect 9%[10 µM].
For CC1CCCN(Cc2nc3c(c(=O)n(C)c(=O)n3C)n2CC(=O)c2ccccc2)C1 (stereo not given) the results were HTT aggregate -12%, Lamin A splicing -18%, CBFb-RUNX1 inh 3%, IMPase Li cell 47%[activator][38.3 µM], SMN2 splice up -26%, HTT cytoprotect -22%[10 µM] and Luc counter 0%.
For CN1CCN(c2ccccc2/C=N/NC(=O)c2cccnc2)CC1 the results were HTT aggregate -8%[9.22 µM], CBFb-RUNX1 inh -4% and HTT cytoprotect -13%[10 µM].
Screening O=C(Nc1c(C(=O)N2CCCC2)cnn1-c1ccccc1)c1cccc(F)c1 returned HTT aggregate 4%, Lamin A splicing -8%, CBFb-RUNX1 inh 7%, IMPase Li cell -3%, SMN2 splice up 2%, HTT cytoprotect -7% and Luc counter -2%.
`CC(C)(C)n1nnnc1SCC(=O)Nc1nn(-c2ccccc2)nc1C(N)=O` gave HTT aggregate -11%, Lamin A splicing inconclusive, CBFb-RUNX1 inh 2%, IMPase Li cell -6%, SMN2 splice up -3%, HTT cytoprotect -43% and Luc counter -1%.
For O=C(c1cc(Br)ccc1O)c1cc(Br)ccc1O the results were IMPase Li cell 9%, SMN2 splice up -7%[9.22 µM], HTT cytoprotect 3%[10 µM] and Luc counter -3%[7.66 µM].
Screening Cc1cc(NS(=O)(=O)Cc2ccccc2)cc(C)c1OCC(=O)N1CCOCC1 returned HTT aggregate -11%, Lamin A splicing 9%, CBFb-RUNX1 inh 11%, IMPase Li cell 17%[38.3 µM], SMN2 splice up 15%, HTT cytoprotect -10%[0.074 µM] and Luc counter 1%.
`O=C(NCCc1ccc2c(c1)OCCO2)c1ccc([N+](=O)[O-])cc1Cl` gave HTT aggregate -4%, CBFb-RUNX1 inh 9%, IMPase Li cell -5%, SMN2 splice up -1%, HTT cytoprotect -45%[inhibitor] and Luc counter -2%.
CCOC(=O)CSc1nc(N)cc(=O)[nH]1 was read as HTT aggregate -18%, Lamin A splicing 12%, CBFb-RUNX1 inh 8%, IMPase Li cell -13%[38.3 µM], SMN2 splice up 8%, HTT cytoprotect 7% and Luc counter -1%.
CC1CCN(C(=S)NC(=O)C2CCCCC2)CC1 was read as HTT aggregate 3%, Lamin A splicing -4%, CBFb-RUNX1 inh 1%, IMPase Li cell -22%[38.3 µM], SMN2 splice up -5%, HTT cytoprotect -35% and Luc counter 0%.
Screening COc1ccc(-c2nc3ccc([N+](=O)[O-])cc3o2)cc1 returned HTT aggregate 11%, Lamin A splicing -1%, CBFb-RUNX1 inh -7%, IMPase Li cell -7%, SMN2 splice up 11µM*, HTT cytoprotect -12%[10 µM] and Luc counter -6%.
For CCCN(CCC)C(=O)c1cc(-c2ccc3c(c2)OCO3)nc2ccccc12 the results were HTT aggregate -8%, Lamin A splicing inconclusive, CBFb-RUNX1 inh 4%, IMPase Li cell -2%[38.3 µM], SMN2 splice up -17%, HTT cytoprotect 9%[10 µM] and Luc counter 12%.
`C=CCNc1oc(-c2ccc(OCC)cc2)nc1C#N` gave HTT aggregate -23%, Lamin A splicing -11%, CBFb-RUNX1 inh 3%, IMPase Li cell 17%[38.3 µM], SMN2 splice up -44%, HTT cytoprotect 42%[10 µM] and Luc counter 2%.
For O=C(COc1cccc2ccccc12)NNC(=O)[C@@H]1CCCC[C@@H]1C(=O)O the results were HTT aggregate 4%, Lamin A splicing 3%, CBFb-RUNX1 inh 0%, IMPase Li cell 21%[38.3 µM], SMN2 splice up 19%, HTT cytoprotect -2% and Luc counter -3%.
`Cc1cccc(-n2cnc(C(=O)O)c2)n1` gave HTT aggregate 15%, CBFb-RUNX1 inh -15%, IMPase Li cell 0%, SMN2 splice up 24%, HTT cytoprotect -20% and Luc counter 1%.
`CCc1ccc2oc(C(=O)Nc3ccc(S(N)(=O)=O)cc3)c(C)c2c1` gave HTT aggregate -7%[9.22 µM], CBFb-RUNX1 inh -1%, IMPase Li cell inconclusive, SMN2 splice up -1%, HTT cytoprotect 1% and Luc counter 2%.
`CC(C)CC1c2[nH]c3ccccc3c2CCN1CCCn1cccn1` (stereo not given) gave HTT aggregate -2%[9.22 µM], CBFb-RUNX1 inh 19%, IMPase Li cell 9% and HTT cytoprotect -29%[10 µM].
Nc1cc(N)nc(SCC(=O)Nc2ccc(Br)cc2Cl)n1 was read as HTT aggregate -17%, Lamin A splicing inconclusive, CBFb-RUNX1 inh 0%, IMPase Li cell -10%[38.3 µM], SMN2 splice up -13%, HTT cytoprotect 3% and Luc counter 12%.

Among those listed so far, these have an NH in an aromatic ring:
CCOC(=O)CSc1nc(N)cc(=O)[nH]1 was read as HTT aggregate -18%, Lamin A splicing 12%, CBFb-RUNX1 inh 8%, IMPase Li cell -13%[38.3 µM], SMN2 splice up 8%, HTT cytoprotect 7% and Luc counter -1%.
`CC(C)CC1c2[nH]c3ccccc3c2CCN1CCCn1cccn1` (stereo not given) gave HTT aggregate -2%[9.22 µM], CBFb-RUNX1 inh 19%, IMPase Li cell 9% and HTT cytoprotect -29%[10 µM].

Back to the main list; the 2 compounds before the break are reprinted first.
`CC(C)CC1c2[nH]c3ccccc3c2CCN1CCCn1cccn1` (stereo not given) gave HTT aggregate -2%[9.22 µM], CBFb-RUNX1 inh 19%, IMPase Li cell 9% and HTT cytoprotect -29%[10 µM].
Nc1cc(N)nc(SCC(=O)Nc2ccc(Br)cc2Cl)n1 was read as HTT aggregate -17%, Lamin A splicing inconclusive, CBFb-RUNX1 inh 0%, IMPase Li cell -10%[38.3 µM], SMN2 splice up -13%, HTT cytoprotect 3% and Luc counter 12%.
`O=C(Nc1ccc(C(F)(F)F)cc1)c1cc(-c2cccnc2)nc2ccc(Br)cc12` gave HTT aggregate -24%, Lamin A splicing inconclusive, CBFb-RUNX1 inh 3%, IMPase Li cell -19%[38.3 µM], SMN2 splice up -33%[inhibitor], HTT cytoprotect -46%[inhibitor] and Luc counter -2%.
Screening CC(=O)n1cc([C@H]2C=C(C(=O)NCc3ccccc3)O[C@@H](OCc3ccc(CO)cc3)C2)c2ccccc21 returned HTT aggregate 17%[9.22 µM], CBFb-RUNX1 inh 10%, IMPase Li cell 1% and HTT cytoprotect -26%[10 µM].
Screening COc1ccc(C2=NOC(C(=O)Nc3c(C)n(C)n(-c4ccccc4)c3=O)C2)cc1OC (stereo not given) returned HTT aggregate -2%, Lamin A splicing 1%, CBFb-RUNX1 inh 3%, IMPase Li cell 2%[38.3 µM], SMN2 splice up -5%, HTT cytoprotect 23% and Luc counter 1%.
O=c1c2cc(-c3ccccc3)sc2ncn1-n1cccc1 was read as HTT aggregate 22%, Lamin A splicing 5%, CBFb-RUNX1 inh 3%, IMPase Li cell 18%[38.3 µM], SMN2 splice up inconclusive, HTT cytoprotect -1% and Luc counter -7%.
C=CCn1c(SCc2ccc(Cl)cc2)nc2c1c(=O)[nH]c(=O)n2C was read as HTT aggregate -17%, Lamin A splicing 8%, CBFb-RUNX1 inh 0%, IMPase Li cell 4%[38.3 µM], SMN2 splice up 5%, HTT cytoprotect -26%[10 µM] and Luc counter 11%.
Screening O=C(CC1SC(=O)N(Cc2cccc3ccccc23)C1=O)Nc1nccs1 (stereo not given) returned HTT aggregate -17%, Lamin A splicing -6%, CBFb-RUNX1 inh -5%, IMPase Li cell 7%[38.3 µM], SMN2 splice up 26%, HTT cytoprotect inconclusive and Luc counter -3%.
For CN(C)c1ccc(CNn2cnnc2SCc2ccccc2F)cc1 the results were HTT aggregate inconclusive, Lamin A splicing 5%, CBFb-RUNX1 inh -14%, IMPase Li cell 5%[38.3 µM], SMN2 splice up inconclusive, HTT cytoprotect -2%[0.074 µM] and Luc counter -1%.
CCOC(=O)N1CCC(NC(=O)CCc2cn(C)c3ccccc23)CC1 was read as HTT aggregate 28%, Lamin A splicing -3%, CBFb-RUNX1 inh 2%, IMPase Li cell -3%[38.3 µM], SMN2 splice up 17%, HTT cytoprotect -21% and Luc counter 2%.
`Cc1cc(C(=O)CSc2nnc(Nc3ccccc3F)s2)c(C)n1CC1CCCO1` (stereo not given) gave HTT aggregate inconclusive, Lamin A splicing -12%, CBFb-RUNX1 inh -27%, IMPase Li cell -8%[38.3 µM], SMN2 splice up -9%, HTT cytoprotect 8%[10 µM] and Luc counter 13%.
For CC1=C(C(=O)OCc2ccccc2)C(c2ccc(N3CCOCC3)cc2)NC(=O)N1 (stereo not given) the results were HTT aggregate -3%, Lamin A splicing 0%, CBFb-RUNX1 inh -8%, IMPase Li cell -26%[38.3 µM], SMN2 splice up -18%, HTT cytoprotect -13% and Luc counter 10%.
Screening Cc1nc(SCC(N)=O)c([N+](=O)[O-])[nH]1 returned HTT aggregate 0%, Lamin A splicing -2%[46 µM], CBFb-RUNX1 inh -16%, IMPase Li cell 0%, SMN2 splice up 13%, HTT cytoprotect -16% and Luc counter 6%.
Screening COC(=O)CCCNc1ncccc1[N+](=O)[O-] returned HTT aggregate -8%, Lamin A splicing inconclusive, CBFb-RUNX1 inh -14%, IMPase Li cell inconclusive, SMN2 splice up 18%, HTT cytoprotect -38%[inhibitor] and Luc counter -1%.
For COc1ccc(-c2nc3c(-c4ccc(F)cc4)cnn3cc2C)cc1F the results were HTT aggregate -14%, CBFb-RUNX1 inh inconclusive, IMPase Li cell 12%, HTT cytoprotect -32% and Luc counter 0%.
